Dicer processing – human Dicer pre-microRNA cleavage inhibition. cat-ELCCA pre-miR-21 Dicer processing, chemiluminescence; stronger effect = higher value. z-score at 25 µM. Q9UPY3. 47,000 compounds, 6% hits; in the data active means z-score above about 3, passing the limit was not always enough;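 further: plate controls were vehicle for no effect and no enzyme for full effect; higher signal means more uncleaved substrate so more Dicer inhibition; strong numbers were not always called active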
* = called active by the depositor. The list is partial; rates above refer to the full screens.

nr	smiles	Dicer processing
1	Cn1c(SCC(=O)N/N=C/c2ccc(OCc3ccccc3)cc2)nnc1-c1ccccc1	-0.56
2	CCCCCCNC(=S)NNC(=O)COc1ccc(C)c2c1CCC2	1.21
3	Cc1cc2c(cc1C)NC(c1cc(F)ccc1F)C1=C(CC(C)(C)CC1=O)N2 (configuration not stated)	0.8
4	Cc1ccc(Cl)cc1S(=O)(=O)N1CCN(S(=O)(=O)c2cc(Cl)ccc2C)C(C)C1 (configuration not stated)	-0.1
5	NC(=O)c1c(NC(=O)c2ccccc2C(=O)O)sc2c1CCCC2	0.5
6	CCCc1[nH]nc2c1C(c1ccccc1)C(C#N)=C(N)O2 (configuration not stated)	-2.3
7	O=C(CN1C2=NCCN2c2ccccc21)c1cccc(Br)c1	2.96
8	Cc1nc(N2C(=O)c3oc4ccccc4c(=O)c3C2c2cccc(Cl)c2)sc1C (configuration not stated)	0.38
9	Fc1c(F)c(F)c(CSc2nc3ccccc3[nH]2)c(F)c1F	0.06
10	CN(/N=C/c1ccc(O)cc1O)c1ncc(C(F)(F)F)cc1Cl	3.8
11	CSc1nnc2c(n1)OC(C)=Nc1ccc(Cl)cc1-2	1.9
12	CC1(C)CC(=O)C2=C(C1)Nc1cc3c(cc1C2c1ccc(Cl)cc1)OCO3 (configuration not stated)	2.53
13	COc1ccc(OCCN)cc1	-0.31
14	NC(=O)COc1ccc(=O)n(-c2ccccc2)n1	-0.26
15	CC1=NN(c2ccccc2)C(C2=C(C)CCCC2(C)C)C1 (configuration not stated)	3.23*
16	Nc1c(-c2ccccc2)nc2ccccn12	2.66
17	Cc1cccc(C)c1NC(=S)NNC(=O)c1cccnc1	-0.05
18	N#Cc1c(Cl)cccc1Oc1ccc(S(=O)(=O)Nc2ccccc2C(=O)NCC2CC2)cc1	0.88
19	Cc1onc(-c2ccccc2)c1-c1csc(N/N=C/c2ccccc2)n1	4.05*
20	OCc1nc2ccccc2n1CC(O)COc1ccc(F)cc1 (configuration not stated)	-2.22
21	CCOc1ncnc2sc3c(c12)CCCC3	-2.05
22	O=C1C2C(c3ccc(Cl)cc3)OC3(C(=O)c4ccccc4C3=O)C2C(=O)N1CCc1ccccc1 (configuration not stated)	0.85
23	Cc1[nH]nc(Nc2ccc(O)cc2)c1[N+](=O)[O-]	0.57
24	O=C(CSc1nc(O)cc(=O)[nH]1)N1c2ccccc2CCc2ccccc21	-1.99
25	O=C(O)c1ccccc1C(=O)c1ccc(-c2ccccc2)cc1	-0.68
26	CN=C(C)/C(C(=O)OC)=C(/O)c1ccc(Cl)cc1	-0.6
27	O=C(O)CCC(=O)NCCNC(=O)C1CCCNC1=O (configuration not stated)	-0.85
28	C=CCN1C(=O)C(O)(CC(=O)c2ccccc2OC)c2cc(Br)ccc21 (configuration not stated)	1.91
29	COc1cc(C2C(C#N)=C(N)Oc3n[nH]c(C)c32)ccc1OCc1ccccc1Cl (configuration not stated)	-9.02
30	COc1ccc(O)c(C2=NN3C(C2)c2ccccc2OC3c2cccc(F)c2)c1 (configuration not stated)	5.23*
31	O=C(Nc1ccc(F)cc1)N1CCN(c2ncccn2)CC1	2.78
32	N#C/C(=C\c1cccn1S(=O)(=O)c1ccccc1)C(=O)c1ccccc1	-0.89
33	CC(=O)c1c(C)[nH]c(-c2ccc(C)cc2)nc1=S	-0.59
34	CCCOc1cccc(C2c3c(oc4ccccc4c3=O)C(=O)N2c2nncs2)c1 (configuration not stated)	-0.46
35	Cc1ccc(S(=O)(=O)n2c(=O)oc3cc(Cl)ccc32)cc1	16.1*
36	O=C1N(CCc2ccccc2)c2ccc(Cl)cc2C1(O)c1c[nH]c2ccccc12 (configuration not stated)	1.58
37	Cn1nccc1NC(=O)CC1(CC(=O)O)CCCCC1	0.01
38	Cn1c(=O)c2c(c3ccccc31)OC(=O)CC2c1ccc(Br)cc1 (configuration not stated)	-1.06
39	COc1ccccc1C1CCN(c2nc(-c3ccccc3)ns2)CC1	0.49
40	c1ccc(-c2nnc(-c3ccccn3)n2-c2ccccn2)nc1	0.75
41	COc1ccc(CCN2C(=O)CSC2=Nc2ccc(N3CC(C)OC(C)C3)cc2)cc1OC (configuration not stated)	8.98
42	CCOC(=O)/C(C#N)=C/c1ccc(C)cc1	1.25
43	CCC(=O)c1cn(CC(=O)NCC2CCCO2)c2ccccc12 (configuration not stated)	0.23
44	Cc1cc(=O)[nH]c(N/N=C/c2ccncc2)n1	1.38
45	COc1ccc(NC(=O)c2cc3n(n2)C(C(F)(F)F)CC(c2ccco2)N3)cc1OC (configuration not stated)	-0.8
46	C=CCN1C(=O)C2(/C(=C(/O)c3ccc(C)c(F)c3)C(=O)C(=O)N2CCN(C)C)c2ccccc21 (configuration not stated)	0.78
47	Cc1cc(C(=O)N/N=C/N(C)C)nn1-c1c(Cl)cc(Cl)cc1Cl	0.95
48	c1ccc(-c2ccc(-c3cnc(-c4ccncc4)s3)cc2)cc1	3.1*
49	COC(=O)c1ccc(C(=O)OC)nc1	3.85*
50	CC1CN(c2nc3c(Cl)cc(Cl)cc3s2)CC(C)O1 (configuration not stated)	-0.86
51	O=C(O)COCC(=O)N1CCC(n2cccc2)CC1	-0.37
52	Cc1ccnc(NC(c2ccccc2C)c2ccc3cccnc3c2O)c1 (configuration not stated)	2.07
53	Cc1ccc(-c2nnc(-c3cccs3)o2)cc1	2.91
54	CCc1nccn1S(=O)(=O)c1cc(Cl)ccc1OC	0.64
55	COc1ccc(-n2c(=S)[nH]c3[nH]ncc3c2=O)cc1	-0.34
56	O=C(O)C1CCC(=O)N(C2CCCCC2)C1c1ccccc1Cl (configuration not stated)	0.23
57	CCN1C(=O)C2(/C(=C(/O)c3ccc(C)cc3)C(=O)C(=O)N2CCCOC)c2ccccc21 (configuration not stated)	3.27*
58	O=C(CSc1nc2c(c(C(F)(F)F)n1)CCc1ccccc1-2)Nc1cccnc1	1.24
59	CCOC(=O)c1c(NC(=O)C2CC(Cl)=CCC2C(=O)O)sc(C)c1C (configuration not stated)	0.06
60	CCOc1ccc(N2C(=O)CC(NCc3ccco3)C2=O)cc1 (configuration not stated)	-0.16

(further entries)
nr	smiles	Dicer processing
61	N#Cc1cc(NC(=O)c2ccc(Cl)cc2)c(=O)n2c1sc1ccccc12	0.32
62	Cc1cc2nc(SCCN3CCCC3)[nH]c2cc1C	0.6
63	O=c1cc(-c2ccccc2)nc2nc(SCc3ccccc3)[nH]n12	0.13
64	N#C/C(=N\Nc1ccc(C(F)(F)F)cc1)S(=O)(=O)c1cccs1	-0.7
65	CCOC(=O)C1=C(C)NC(SC)=NC1c1ccc(OC)cc1 (configuration not stated)	0.41
66	Cc1ccc2nc(-c3cc(N)ccc3Cl)oc2c1	4.01*
67	O=C1NC(c2cccc([N+](=O)[O-])c2)=CCN1c1ccccc1O	0.56
68	CSC1=NCCN1S(=O)(=O)c1ccc(C)cc1	-1.04
69	COC(=O)c1scc(C)c1-n1cccc1	-1.71
70	O=C(O)c1ccc2oc3c(Cl)cccc3c(=O)c2c1	-0.25
71	O=C(NC1(C(=O)O)CC1)OCC1c2ccccc2-c2ccccc21	-0.37
72	N#C/C=C/c1cn(Cc2ccccc2)c2ccc([N+](=O)[O-])cc12	1.31
73	CC(C)c1nnc2n1N=C(c1ccc(Br)cc1)CS2	-1.09
74	CCC(CC)C(=O)Nc1nnc(COC)s1	0.06
75	CCOC(=O)c1c[nH]c2c(C)cc(Cl)cc2c1=O	-0.87
76	CC(=O)N[C@@H](CS)C(=O)O	-0.2
77	COCCOC(=O)c1c(C)oc2ccc(OCc3cc(C(=O)OC)oc3C)cc12	0.19
78	CCCC1C(=O)CC(c2ccco2)NC1c1ccco1 (configuration not stated)	-0.55
79	S=C(N/N=C/c1ccc(Cl)cc1)Nc1cc(Cl)ccc1Cl	-0.45
80	C(=C\c1ccccc1)/CN1CCN(C(c2ccccc2)c2ccccc2)CC1	-0.41
81	COc1ccc(/C=N/Nc2ncnc3scc(C)c23)cc1	2.5
82	CCOC(=O)c1c(C)nn(-c2ncccc2NC(=O)Nc2cccc(Cl)c2Cl)c1C	1.04
83	N#Cc1nc(-c2ccc(F)cc2)oc1N1CCOCC1	-0.48
84	CCOC(=O)c1cc(-c2cccs2)no1	1.54
85	COC(=O)c1ccc(C2Sc3ccccc3NC3=C2C(=O)c2ccccc23)cc1 (configuration not stated)	-0.06
86	CC1COC(c2cccc([N+](=O)[O-])c2)N1 (configuration not stated)	0.3
87	CC(C)(CC(=O)O)CC(=O)Nc1ccccc1N1CCCCC1	0.66
88	Cc1ccc(C)c(Oc2coc3cc(O)ccc3c2=O)c1	1.25
89	CCN(CC)C(=S)Oc1ccc(Br)cc1C(=O)Nc1cc(Cl)cc(Cl)c1	-0.18
90	C=CCn1c(SCC)nc2c(c1=O)C1(CCCC1)Cc1ccccc1-2	-3.62
91	O=c1[nH]c(=S)n(-c2ccc(Br)cc2)c2ncccc12	0.2
92	O=S(=O)(CCS(=O)(=O)Cc1ccc(Cl)cc1)CCS(=O)(=O)Cc1ccc(Cl)cc1	0.85
93	CN1C(=O)C(O)(CC(=O)c2ccc(C(C)(C)C)cc2)c2ccccc21 (configuration not stated)	0.59
94	Nc1nc(SC2c3ccccc3-c3ccccc32)n[nH]1	-0.83
95	Cc1ccc(NC(=S)Nc2ccccn2)c(C)c1	-0.63
96	O=c1c2cnn(-c3ccccc3)c2ncn1/N=C/c1ccc(Cl)cc1	0.07
97	COc1ccc2c3c([nH]c2c1)C(C)(C(=O)O)NCC3 (configuration not stated)	4.81
98	Cc1cc(C)c(C#N)c(OCC(=O)Nc2ccc(Oc3ccccc3)cc2)n1	1.24
99	COCCCNCCn1cnc2c(N)ncnc21	-2.41
100	CCOC(=O)c1c(NC(=O)COC(=O)CN2C(=O)C(=O)c3ccccc32)sc2c1CCCC2	0.72
101	COc1ccccc1-c1nnc(SCc2ccc(F)cc2)o1	2.44
102	Cc1ccnc(SCC(=O)Nc2ncc(Br)s2)n1	-2.37
103	FC(F)(F)Oc1ccc(NCn2nnc3ccccc32)cc1	3.61*
104	COc1ccc2nc(NC(=O)Oc3ccccc3)sc2c1	0.96
105	CCOC(=O)CNC(=O)c1ccccc1	2.8
106	Cc1ccc(-c2c3c(=O)n(C)c(=O)n(C)c3c3cnc4ccccc4n23)cc1	-0.17
107	CCOC(=O)c1c(C)nc2sccn12	1.42
108	CN(C(=O)C(=O)c1ccc(CN2C(=O)c3ccccc3C2=O)o1)c1nnc(C(F)(F)F)s1	0.58
109	C=CCn1c(=O)c(C(=O)Nc2ccc(O)cc2)c(O)c2ccccc21	-0.42
110	N#Cc1sc2nc3ccccc3n2c1N	0.34
111	O=C(Nc1ccc2oc(-c3ccc(F)cc3)nc2c1)c1ccc([N+](=O)[O-])o1	3.01*
112	COc1cc(S(C)=O)ccc1-c1nc2ncccc2[nH]1 (configuration not stated)	0.2
113	N#CC1=C(N)Oc2cc(O)ccc2C1c1ccc2c(c1)OCO2 (configuration not stated)	-0.93
114	Cc1cc(Cl)ccc1OCC(=O)Nc1sc2c(c1C(N)=O)CCC2	0.06
115	CCOC(=O)C1CCN(c2ncnc3scc(-c4ccccc4)c23)CC1	-2.43
116	O=C(NCc1ccc(F)cc1)C1CC(=O)N(Cc2ccco2)C1 (configuration not stated)	-0.37
117	CCCCCCCC1N[C@H](C(=O)O)CS1 (some centres not stated)	-1.25
118	CC(C)N(Cc1ccc(N(C)C)cc1)S(=O)(=O)c1ccc(F)cc1	0.92
119	Cc1oc2c(F)c(F)c(F)c(F)c2c1S(=O)(=O)Nc1cccc(C(F)(F)F)c1	1.83
120	Cc1cccc(-c2[nH]ncc2-c2ccc3ncccc3n2)n1	-0.59

Four entries out of the list, ordered by molar mass, high to low:
nr	smiles	Dicer processing
108	CN(C(=O)C(=O)c1ccc(CN2C(=O)c3ccccc3C2=O)o1)c1nnc(C(F)(F)F)s1	0.58
106	Cc1ccc(-c2c3c(=O)n(C)c(=O)n(C)c3c3cnc4ccccc4n23)cc1	-0.17
118	CC(C)N(Cc1ccc(N(C)C)cc1)S(=O)(=O)c1ccc(F)cc1	0.92
113	N#CC1=C(N)Oc2cc(O)ccc2C1c1ccc2c(c1)OCO2 (configuration not stated)	-0.93

Going on with the list.
nr	smiles	Dicer processing
121	COC(=O)CSc1nnc2n(-c3ccc(OC)cc3)c(=O)c3c4c(sc3n12)COC(C)(C)C4	1.97
122	CSCCC(NC(=O)c1cc(C)oc1C)C(=O)O (configuration not stated)	0.03
123	COC(=O)C1=C(C(=O)OC)SC(=C2C(=S)C(C)(C)Nc3cc(C)c(C)cc32)S1	-1.17
124	COc1ccc(Nc2ncc(C#N)c(N)n2)c(OC)c1	2.65
125	Cc1ccc(-c2c(C#N)c(N)nc(C)c2-c2ccccc2)o1	0.96
126	Cn1nc(C(C)(C)C)c(NC(=O)c2cccs2)c1C(C)(C)C	1.43
127	N#CC1=C(O)c2ccccc2N(S(=O)(=O)c2ccc(Cl)cc2)CC1	-0.16
128	Clc1ccc(/C=N/Nc2cc(-c3ccccc3)nc3ncnn23)c(Cl)c1	1.69
129	O=C(CN1C(=O)COc2ccc(Cl)cc21)Nc1nccs1	2.38
130	COc1ccc(-c2nnc3n2C(C)(C)Cc2cc(OC)c(OC)cc2-3)cc1	-0.74
131	CCC(=O)N1c2cc(C)c(C)cc2C(=C2SC(C(=O)OC)=C(C(=O)OC)S2)C(=S)C1(C)C	2.74
132	COc1ccc(OC)c(CNc2ncc(-c3cccc(Br)c3)n2C)c1	1.39
133	O=C1CCC(=O)N1CNc1cc(C(F)(F)F)cc(C(F)(F)F)c1	3.85*
134	CCc1ccc(OCc2nc(-c3ccc(OC)c(OC)c3)no2)cc1	-2.56
135	Cc1ccc(C(=O)C2=NNCC2c2c3ccccc3cc3ccccc23)cc1 (configuration not stated)	-0.03
136	COc1ccc(C(=O)/C(C#N)=C/N2CCc3ccccc3C2)cc1	1.89

Nos. 121–124, quoted:
nr	smiles	Dicer processing
121	COC(=O)CSc1nnc2n(-c3ccc(OC)cc3)c(=O)c3c4c(sc3n12)COC(C)(C)C4	1.97
122	CSCCC(NC(=O)c1cc(C)oc1C)C(=O)O (configuration not stated)	0.03
123	COC(=O)C1=C(C(=O)OC)SC(=C2C(=S)C(C)(C)Nc3cc(C)c(C)cc32)S1	-1.17
124	COc1ccc(Nc2ncc(C#N)c(N)n2)c(OC)c1	2.65

Bioassay records deposited in PubChem by Center for Chemical Genomics, University of Michigan.
